STK33 inh – human STK33 kinase inhibition | purified STK33, MBP phosphorylation, ADP-Glo luminescence | inhibition, % at 10 µM | 0.073% of 320,000 active | AID 2661;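 active means inhibition at or above 25%, using the most active replicate where run in duplicate; inactive means inhibition below 25%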
Target sequence (Q9BYT3 whole entry, looked up): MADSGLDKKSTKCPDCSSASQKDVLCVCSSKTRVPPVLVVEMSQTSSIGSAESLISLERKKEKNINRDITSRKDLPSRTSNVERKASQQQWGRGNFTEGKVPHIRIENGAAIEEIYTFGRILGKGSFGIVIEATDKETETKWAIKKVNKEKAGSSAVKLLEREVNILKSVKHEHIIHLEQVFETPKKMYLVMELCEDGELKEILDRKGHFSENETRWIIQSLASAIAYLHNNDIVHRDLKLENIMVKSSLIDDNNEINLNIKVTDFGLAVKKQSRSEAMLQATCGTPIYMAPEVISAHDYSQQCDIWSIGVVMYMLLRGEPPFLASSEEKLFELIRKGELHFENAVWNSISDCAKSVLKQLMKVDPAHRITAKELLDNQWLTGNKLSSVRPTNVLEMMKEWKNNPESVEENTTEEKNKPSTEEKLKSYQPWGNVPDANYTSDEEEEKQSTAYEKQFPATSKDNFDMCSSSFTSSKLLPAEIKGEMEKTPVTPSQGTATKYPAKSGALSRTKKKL
CHT allo act – allosterically activates the human high affinity choline transporter; Q9GZV3; CHT-expressing cells, membrane potential dye, choline EC20; stronger effect = higher value; LV-AA mutant CHT in HEK293 cells; B-score at 10 µM; 0.49% of 310,000 active;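 active means initial fluorescence not abnormally high and integrated response B-score, plate-corrected, over 3 SD above library mean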
Target sequence (Q9GZV3 whole entry, looked up): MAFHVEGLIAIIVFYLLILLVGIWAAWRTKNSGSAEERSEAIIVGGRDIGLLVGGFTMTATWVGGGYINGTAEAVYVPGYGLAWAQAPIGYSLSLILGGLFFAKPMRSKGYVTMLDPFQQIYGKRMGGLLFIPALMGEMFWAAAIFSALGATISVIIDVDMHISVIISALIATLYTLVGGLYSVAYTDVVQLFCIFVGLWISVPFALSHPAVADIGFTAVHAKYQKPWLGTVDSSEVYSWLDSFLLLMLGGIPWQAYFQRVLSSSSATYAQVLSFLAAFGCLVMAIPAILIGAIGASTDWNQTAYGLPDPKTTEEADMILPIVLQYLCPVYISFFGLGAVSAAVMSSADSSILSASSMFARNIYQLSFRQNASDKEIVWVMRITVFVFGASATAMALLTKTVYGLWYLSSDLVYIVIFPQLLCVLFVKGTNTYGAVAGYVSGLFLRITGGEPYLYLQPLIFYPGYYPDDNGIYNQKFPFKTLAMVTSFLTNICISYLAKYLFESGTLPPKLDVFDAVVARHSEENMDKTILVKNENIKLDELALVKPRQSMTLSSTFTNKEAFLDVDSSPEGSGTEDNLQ
CHT block – inhibits the human high affinity choline transporter | Q9GZV3 | 0.86% of 310,000 active | B-score at 10 µM | CHT-expressing cells, membrane potential dye, choline response; stronger effect = lower value;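 active means B-score over 3 SD under the library average, and starting fluorescence ratio not unusually high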;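 further: choline stimulus applied at its EC90 after an EC20 pre-addition; B-score computed on integrated fluorescence ratio after choline addition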
Numbers without * were called inactive; i = inactive; / = no result given.

| Molecule | STK33 inh | CHT allo act | CHT block |
| --- | --- | --- | --- |
| Cc1cccc(-c2csc(N)c2C(=O)OC(C)C)c1 | -1.5 | i | i |
| Cc1ccc(-c2cc(Cc3ccncc3)c(=O)[nH]n2)cc1 | 0.0 | i | i |
| CCOc1ccc(N(CC(=O)Nc2nccs2)S(=O)(=O)c2c(C)[nH]c(=O)[nH]c2=O)cc1 | / | i | i |
| CSCc1ccc(C(=O)NCc2ccc(F)cc2)cc1 | -4.8 | i | i |
| Cc1ccc(S(=O)(=O)Nc2nc3c(s2)C(=O)CC(C)(C)C3)cc1 | -1.3 | i | i |
| CC(C)C(NC(=O)c1cccs1)C(=O)NC1=NCCS1 (stereo not drawn) | 0.3 | i | i |
| Cc1cc(=O)oc2cc(OCC(=O)NC3CCN(Cc4ccccc4)CC3)ccc12 | 0.4 | i | i |
| COc1ccc(C2C(=O)c3ccccc3C2=O)c(OC)c1 | 0.1 | i | i |
| O=C(CSc1nnc2ccccn12)Nc1nsc(-c2ccccc2)n1 | -1.9 | i | i |
| O=C(COc1ccc(Br)cc1)NC1CC1 | -0.1 | i | i |

2 compounds from above, showing only STK33 inh and CHT block:
compound,STK33 inh,CHT block
Cc1ccc(-c2cc(Cc3ccncc3)c(=O)[nH]n2)cc1,0.0,i
Cc1cccc(-c2csc(N)c2C(=O)OC(C)C)c1,-1.5,i

Profiles from above.
Listed for Cc1ccc(S(=O)(=O)Nc2nc3c(s2)C(=O)CC(C)(C)C3)cc1 = STK33 inh = -1.3; CHT allo act = i; CHT block = i
Listed for Cc1cccc(-c2csc(N)c2C(=O)OC(C)C)c1 = STK33 inh = -1.5; CHT allo act = i; CHT block = i

New compounds follow.
| Molecule | STK33 inh | CHT allo act | CHT block |
| --- | --- | --- | --- |
| CC1(C)Cc2cccc(OCC(=O)NC3CC3)c2O1 | -1.9 | i | i |
| CC1CCCC(NC(=S)Nc2cccc(S(=O)(=O)N(C)C)c2)C1C (stereo not drawn) | -0.3 | i | i |
| Cn1c(/C=C/c2cccc([N+](=O)[O-])c2)c([N+](=O)[O-])c(=O)n(C)c1=O | 0.5 | i | i |
| O=S(=O)(Cc1ccccc1)N=Nc1c(O)[nH]c2ccc(Br)cc12 | 0.9 | i | i |
| O=C(NCc1ccccn1)c1ccc(N2CCCC2)c([N+](=O)[O-])c1 | 0.6 | i | i |
| COC(=O)c1cn(-c2ccccc2)nc1-c1ccc(OC)c(OC)c1 | 2.6 | i | i |
| CCCCc1cc(=O)oc2cc(C)cc(OCC(=O)O)c12 | -0.6 | i | i |
| Cc1nn(-c2ccccc2)c(Cl)c1/C=C(\CC(=O)O)c1nc2ccccc2s1 | -2.2 | i | i |
| NC(N)=NS(=O)(=O)c1ccc(NC(=S)NC(=O)c2sc3ccccc3c2Cl)cc1 | 0.8 | i | i |
| CCn1cc(C(=O)N2CCN(c3cccc(C)c3C)CC2)c(=O)c2ccc(C)nc21 | -0.9 | i | i |

Next structures follow.
| Molecule | STK33 inh | CHT allo act | CHT block |
| --- | --- | --- | --- |
| CN(CCOc1ccc(Cl)cc1)C(=O)C1CCN(C(=O)c2ccc(F)cc2)CC1 | -2.2 | i | i |
| OC1(c2cccc(C(F)(F)F)c2)CCN(CCN2CCCCC2)CC1 | -3.9 | i | i |
| O=C(CSc1nnc(CNC(=O)c2ccccc2F)o1)NCc1ccco1 | -5.6 | i | i |
| O=C(OCC1CC(c2ccccc2)=NO1)c1ccco1 (stereo not drawn) | -0.8 | i | i |
| C/C(CC(=O)Nc1ccc(C)c(Cl)c1)=N\NC(=O)c1cccc(O)c1 | -0.3 | i | i |
| Cc1nc2ccccc2c(=O)n1Cc1ccco1 | -0.8 | i | i |
| COc1ccc(OC)c(/C=C/C(=O)Nc2ccc(OC)nc2)c1 | 0.1 | i | i |
| CCCOc1ccc(C2Nc3cccc4cccc(c34)N2)cc1 | -3.6 | i | i |
| Cc1ccc(C)c(NS(=O)(=O)c2cc(C(=O)NCc3ccncc3)ccc2C)c1 | -0.2 | i | i |
| C#CCOc1ccccc1/C=C1/C(=O)ON=C1C | 0.1 | i | i |

Quoted at random: 4 entries already listed.
| Molecule | STK33 inh | CHT allo act | CHT block |
| --- | --- | --- | --- |
| O=C(COc1ccc(Br)cc1)NC1CC1 | -0.1 | i | i |
| Cc1nc2ccccc2c(=O)n1Cc1ccco1 | -0.8 | i | i |
| Cn1c(/C=C/c2cccc([N+](=O)[O-])c2)c([N+](=O)[O-])c(=O)n(C)c1=O | 0.5 | i | i |
| C/C(CC(=O)Nc1ccc(C)c(Cl)c1)=N\NC(=O)c1cccc(O)c1 | -0.3 | i | i |

Additional entries
| Molecule | STK33 inh | CHT allo act | CHT block |
| --- | --- | --- | --- |
| COc1ccc(C(=O)Oc2cc(OC)cc(OC)c2C(C)=O)cc1 | -0.1 | i | i |
| Cc1ccc(NC(=O)CS(=O)(=O)c2cn(CC(=O)N3CCOCC3)c3ccccc23)cc1 | -0.7 | i | i |
| O=C(NCCc1c[nH]c2ccccc12)C(=O)c1c[nH]c2ccccc12 | 0.4 | i | i |
| Cc1[nH]c2ccccc2c1/C=N/NC(=O)c1cc(-c2ccncc2)nc2ccccc12 | 0.1 | i | i |
| CC1CCN(C(=O)c2cc3ccccc3o2)CC1 | 1.8 | i | i |
| O=C(CCN1C(=O)c2cccc3cccc(c23)C1=O)NCc1ccco1 | -0.7 | i | i |
| COc1cccc(OCc2cc(C(=O)N(C)CCC3CCCCO3)no2)c1 (stereo not drawn) | -1.1 | i | i |
| Cc1cccc(OCCCn2c(CCNC(=O)C(C)C)nc3ccccc32)c1 | -2.1 | i | -5.1* |
| COCCNC(=O)CCc1nc2cccnc2n1Cc1ccc(OC)cc1 | -1.4 | i | i |
| COc1ccc(/C=N/NC(=O)c2[nH]c3ccc(Br)cc3c2-c2ccccc2)cc1 | 0.2 | i | i |

(list continues)
| Molecule | STK33 inh | CHT allo act | CHT block |
| --- | --- | --- | --- |
| Cc1nnc(SCC(=O)NC(=O)Nc2ccc3c(c2)OCCO3)n1N | -1.0 | i | i |
| NC(=S)N/N=C/c1coc2cc(Br)ccc2c1=O | -2.0 | i | i |
| O=C(CC(c1ccccc1)c1cc(Cl)ccc1O)NCCN1CCOCC1 (stereo not drawn) | -1.5 | i | i |
| Cn1c(N/N=C/c2c[nH]c3ccccc23)nc2ccccc21 | -0.2 | i | i |
| Cn1c(=O)[nH]c(=O)c2c1nc(N1CCOCC1)n2CC(O)COc1ccccc1 (stereo not drawn) | -0.3 | i | i |
| CCn1c(O)c(C#N)c(C)cc1=O | -0.3 | i | i |
| COc1ccc(-c2cc3nc[nH]c(=O)c3s2)cc1 | 0.2 | i | i |
| Cc1ccsc1/C=N/NC(=O)c1sccc1C | 1.1 | i | i |
| COc1ccc(/C=N/NC(=O)CCN2CCCCC2c2cccnc2)cc1Cn1cc([N+](=O)[O-])cn1 (stereo not drawn) | -1.7 | i | i |
| CCn1c(C)nc2cc(S(=O)(=O)C(F)(F)C(F)C(F)(F)F)ccc21 (stereo not drawn) | 0.0 | i | i |

The listing continues.
molecule	STK33 inh	CHT allo act	CHT block
O=C(COC(=O)/C=C/c1ccco1)NCc1ccco1	0.7	i	i
CCOc1ccc(NC(=O)c2ccc(CSc3nnnn3C)cc2)cc1	-1.7	i	i
CCC(=O)Nc1ccc(NC(=S)Nc2ccccc2)cc1	0.2	i	i
Cc1cc(N2CCOCC2)nc(SCc2ccc(Cl)cc2Cl)n1	-1.9	i	i
Cc1nn(-c2ccccc2)c(C)c1/C=N/NC(=O)c1cc(O)cc(O)c1	0.7	i	i
CCN(CC)S(=O)(=O)c1cccc(C(=O)NC(C(=O)Nc2nnc(C)s2)C(C)C)c1 (stereo not drawn)	-0.2	i	i
CSc1ncccc1C(=O)NCCc1ccc(S(N)(=O)=O)cc1	-3.8	i	i
Cc1nc(/N=C(\N)NC(=O)NC2CCCCC2)nc2ccccc12	2.0	i	i
COc1cc2c(cc1OC)C(C(C)C)=NC(C)(C)C2	-0.2	i	i
Cc1ccc(/C=N/N(C)C2=NS(=O)(=O)c3ccccc32)cc1	-0.8	i	i
Fc1cccc(Cc2noc(CN3CCN(C4CCc5ccccc5C4)CC3)n2)c1 (stereo not drawn)	0.1	i	i
O=C(CCn1c2c(c3ccccc31)CCCC2)NNC(=O)c1ccccc1C(=O)O	-0.3	i	i
Cc1ccc(S(=O)(=O)N2CCC(C(=O)N/N=C/c3ccccc3[N+](=O)[O-])CC2)cc1	-0.6	i	i
COC(=O)c1sccc1N(C)S(C)(=O)=O	-0.7	i	i
O=C(NCC(c1ccco1)N1CCc2ccccc2C1)c1ccccc1Cl (stereo not drawn)	-0.1	i	i
CCOc1c(O)ccc(/C=C2\SC(=S)NC2=O)c1[N+](=O)[O-]	13	i	i
CCOc1ccc(N2C(=O)CN=C2Nc2ccccc2Cl)cc1	-1.7	i	i
COCCCNc1oc(COc2ccc(Cl)cc2Cl)nc1C#N	-0.2	i	i
CCOc1ccc(NC(=O)CN(C)C(=O)Cc2c(C)nc3ccccc3c2C)cc1OCC	-0.3	i	i
CN(C)/C=C1\C(=O)N(c2ccc(Oc3ccccc3)cc2)CS1=O (stereo not drawn)	0.5	i	i

New compounds follow:
molecule	STK33 inh	CHT allo act	CHT block
CCN(CC)C(CNC(=O)c1cc(=O)[nH]c2ccccc12)c1ccccc1Cl (stereo not drawn)	0.2	i	i
O=C(N/N=C/c1cccs1)c1ccc2c(c1)OCO2	0.7	i	i
COc1ccc(CCNC2=C(Cl)C(=O)N(Cc3ccccc3)C2=O)cc1OC	0.4	i	i
Cn1c(=O)c(=O)n(C)c2cc(S(=O)(=O)CCC(=O)N3CCOCC3)ccc21	0.5	i	i
CCN(CC)CCN1C(=O)/C(=C\c2ccc(Cl)c([N+](=O)[O-])c2)SC1=Nc1ccc(OC)cc1	1.5	i	i
COc1cc(OC)c(OC)cc1/C=N/NC(=S)NCCN1CCOCC1	-0.9	i	i
COCCNC(=O)c1ccc2c(=O)n(Cc3ccco3)c(SCC(=O)Nc3ccc(OC)cc3OC)nc2c1	-1.3	i	i
N#CCCN(Cc1cccnc1)S(=O)(=O)c1ccc(S(=O)(=O)N2CCCCCC2)cc1	-1.0	i	i
COc1cccc(-c2nnc(NC(=O)C(C)C)o2)c1	0.4	i	i
O=C(Nc1ccc2c(c1)OCO2)C1CCCN1C(=O)NCc1ccccc1 (stereo not drawn)	-1.1	i	i
CCCCn1c(N)c(N(Cc2ccccc2OC)C(=O)c2c(CC)noc2C)c(=O)[nH]c1=O	-0.6	i	i
COc1ccc(CCn2c3c(c(=O)[nH]c2=O)C(NC(=O)c2cccs2)(C(F)(F)F)C(=O)N3)cc1OC (stereo not drawn)	-0.1	i	i
O=C(N/N=C/c1ccc2cccnc2c1)c1nc2ccccc2c(=O)[nH]1	0.2	i	i
COc1cccc(NC(=O)CSc2nnc(-c3ccoc3C)n2CC2CCCO2)c1 (stereo not drawn)	-1.0	i	i
O=C1CC(NCc2ccccc2F)C(=O)N1c1ccccc1 (stereo not drawn)	-1.4	i	i
CC(Oc1ccccc1)C(=O)Nc1ccccc1O (stereo not drawn)	0.9	i	i
Cc1cc(OCC(=O)c2ccc(Br)cc2)ccc1N1C(=O)CCC1=O	3.8	i	i
O=C(CNC(=O)c1ccc(-c2ccccc2)cc1)OCc1ccc(Cl)cc1	-1.1	i	i
Cc1cc(Br)cnc1NC(=S)Nc1ccc(F)cc1F	-0.6	i	i
CCCCNC(=O)c1cccc(NC(=O)C(=O)c2ccccc2NC(C)=O)c1	-1.1	i	i

Going on with the list.
molecule	STK33 inh	CHT allo act	CHT block
CC(C)c1ccc(NC(=O)Cc2ccc(NC3=NC4CS(=O)(=O)CC4S3)cc2)cc1 (stereo not drawn)	-0.2	i	i
COc1cc(S(=O)(=O)NC2CCCCC2)ccc1F	-1.4	i	i
Cc1ccc(NCc2nnc(SCC(=O)Nc3ncc(C)s3)n2CC2CCCO2)c(C)c1 (stereo not drawn)	-0.5	i	i
CN(C)CCCNc1cc(-c2ccccc2)nc2cc(-c3cccc(F)c3)nn12	0.2	i	i
Cc1c(C(=O)Nc2cccc(F)c2)cnn1-c1ccccc1	0.2	i	i
COc1ccc(NC(=S)NN2CCOCC2)cc1OC	-0.6	i	i
Nc1cccc(C(=O)O)c1	1.8	i	i
Cc1cc(C(=O)N(C)CC(=O)Nc2ccc(Cl)c(C(F)(F)F)c2)no1	-1.7	i	i
O=C(NCCNc1ccc([N+](=O)[O-])cc1Cl)c1ccccc1F	-0.2	i	i
C=C1CCC(C)C(C)(CCC2=CCOC2=O)C/C=C\C=C/1C(=O)O (stereo not drawn)	1.8	i	i
N#CC1=C(N)OC2=C(C(=O)CCC2)[C@]12C(=O)N(CC(N)=O)c1ccccc12	-1.4	i	i
CN(C)/C=C/C(=O)c1ccc(-n2cccc2)cc1	0.6	i	i
CCOC(=O)N1CCN(C(=O)CSCc2ccc(C)cc2)CC1	1.6	i	i
NC(=O)C1CCCN(C(=O)Nc2cccc3ccccc23)C1 (stereo not drawn)	3.1	i	i
CSc1nc(-c2ccccc2)nn1S(=O)(=O)c1ccccc1	0.9	i	i
O=C(CCSc1nc2cc(Cl)ccc2o1)N1CCOCC1	-2.7	i	i
Cc1ccc2c(c1)C(=NC1CCCCC1)c1cc3ccccc3nc1-2	1.7	i	i
Cc1c(Cl)c(-c2n[nH]c(=S)n2Cc2ccco2)nn1C	-0.8	i	i
CSc1scc2c1-c1nc(SCC(=O)C(C)(C)C)ncc1CC2	-0.4	i	i
O=C(CSc1ncn(-c2ccccc2)n1)Nc1ccc2c(c1)OCO2	-1.1	i	i

The list continues.
molecule	STK33 inh	CHT allo act	CHT block
Cc1nc2nc(-c3ccccc3)cn2nc1C	3.2	i	i
CCC(C)Nc1nc(-c2ccccn2)nc2ccccc12 (stereo not drawn)	-2.2	i	i
CC(C)N(CCNC(=O)COc1ccc2oc3c(c2c1)CCCC3)C(C)C	1.2	i	i
COc1ccccc1C(=O)N/N=C(\C)CC(=O)Nc1ccc2c(c1)OCCO2	-0.5	i	i
CCOC(=O)c1sc2nccc(N(C)C)c2c1N=CNOC	0.2	i	i

Screens as filed in PubChem.
